BAP1 block – inhibitors of BAP1 deubiquitinase, primary screen, biochemical, Ub-AMC fluorescence, kinetic; recombinant BAP1, Ub-AMC hydrolysis fluorescence kinetic; stronger effect = lower value; activity remaining (% of control), % at 20 µM; 72,000 compounds, 0.48% hits; AID 436, 2006;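 active = activity remaining at or below 50% of control, provided the compound also passes the data quality filters; inactive = the rest, including low values that fail the filters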;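 also: 100% = DMSO wells rate and 0% = substrate alone blank rate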
Target sequence (Q92560 whole entry, looked up): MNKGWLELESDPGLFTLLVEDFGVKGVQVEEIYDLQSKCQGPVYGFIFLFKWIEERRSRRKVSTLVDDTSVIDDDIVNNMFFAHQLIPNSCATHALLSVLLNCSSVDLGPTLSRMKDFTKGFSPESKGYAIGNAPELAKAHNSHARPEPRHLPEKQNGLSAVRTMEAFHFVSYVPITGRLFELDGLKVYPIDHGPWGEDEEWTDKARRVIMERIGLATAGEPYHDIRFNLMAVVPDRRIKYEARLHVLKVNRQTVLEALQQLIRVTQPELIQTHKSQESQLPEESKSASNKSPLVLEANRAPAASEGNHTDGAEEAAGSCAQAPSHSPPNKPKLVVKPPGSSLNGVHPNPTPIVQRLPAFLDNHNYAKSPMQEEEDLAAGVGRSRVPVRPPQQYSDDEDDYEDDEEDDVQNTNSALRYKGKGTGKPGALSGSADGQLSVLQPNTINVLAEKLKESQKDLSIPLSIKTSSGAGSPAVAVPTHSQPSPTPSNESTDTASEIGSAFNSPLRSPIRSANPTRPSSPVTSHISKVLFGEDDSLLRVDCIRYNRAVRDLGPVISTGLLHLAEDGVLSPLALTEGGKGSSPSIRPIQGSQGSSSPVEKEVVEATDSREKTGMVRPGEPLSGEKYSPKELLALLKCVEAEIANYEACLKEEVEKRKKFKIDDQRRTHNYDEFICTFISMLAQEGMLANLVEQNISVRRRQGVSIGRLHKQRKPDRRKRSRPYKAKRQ
HePTP inhibitor – inhibitors of human HePTP phosphatase, primary screen, biochemical, absorbance, leukemia target; Tyrosine-protein phosphatase non-receptor type 7 (Homo sapiens), P35236; recombinant HePTP phosphatase activity, OD absorbance; inhibition, % at 20 µM; 110,000 compounds, 0.64% hits; in the data active = inhibition above about 50%;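 also: plate controls were vehicle for no effect and reference inhibitor for full effect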
Target sequence (P35236 whole entry, looked up): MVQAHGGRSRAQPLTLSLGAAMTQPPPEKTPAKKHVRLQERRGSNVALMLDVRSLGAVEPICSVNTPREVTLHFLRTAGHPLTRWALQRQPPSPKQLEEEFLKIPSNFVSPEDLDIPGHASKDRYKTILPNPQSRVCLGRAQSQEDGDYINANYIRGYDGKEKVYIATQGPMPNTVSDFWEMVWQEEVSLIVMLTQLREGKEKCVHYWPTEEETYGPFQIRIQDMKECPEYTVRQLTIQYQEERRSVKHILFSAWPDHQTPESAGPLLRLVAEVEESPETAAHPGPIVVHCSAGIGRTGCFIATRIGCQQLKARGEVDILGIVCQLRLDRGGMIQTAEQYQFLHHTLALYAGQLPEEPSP
Starred values were filed as active, the others as inactive; . = no result given.

Values run as follows: HePTP inhibitor, BAP1 block
> c1ccc(C(c2ccccc2)N2CCN(c3nc4ccccc4n4cnnc34)CC2)cc1
 : -8, .
> CC(C)CCn1nnnc1C(c1ccccc1)N1CCC(C(N)=O)CC1 (stereo not drawn)
 : 10, 98
> Cc1nnc(NC(=O)C(C)Oc2ccc3c(C)cc(=O)oc3c2)s1 (stereo not drawn)
 : -7, 100
> NC1=NC(=O)/C(=C/c2ccc(OS(=O)(=O)c3cccc([N+](=O)[O-])c3)cc2)S1
 : 14, .
> COc1ccc(-c2csc(/C(C#N)=C\c3sccc3C)n2)cc1
 : -2, .
> O=C(Oc1ccc(/C=N/n2cnnc2)cc1)c1ccco1
 : -5, .
> CCOC(=O)c1[nH]c2ccc(OC)cc2c1NC(=O)C(C)N1CCC2(CC1)OCCO2 (stereo not drawn)
 : 0, .
> Cc1coc(C)c1C(=O)CC1(O)C(=O)N(Cc2ccccc2)c2ccccc21 (stereo not drawn)
 : -14, 74
> O=C(O)c1ccc(NS(=O)(=O)/C=C/c2ccccc2)cc1
 : -1, 100
> Cc1ccccc1NC(=O)C(=O)NNC(=O)COc1ccc(Cl)cc1
 : 7, .
> CCOC(=O)c1cc2sccc2n1CCCN1C(=O)c2ccccc2C1=O
 : 4, 71
> CCOc1ccc(Cc2c(O)nc(SC)n(-c3ccccc3)c2=O)cc1
 : 3, .
> Oc1c(C=C2N=c3ccccc3=N2)sc(=S)n1-c1cccc(C(F)(F)F)c1
 : 6, .
> COc1ccc(OC)c(N=C(C)C2=C(O)CSC2=O)c1
 : 13, .
> O=C(COc1ccc(Cl)cc1Cl)Nc1ccccn1
 : 6, 92

7 structures out of the list, arranged by heavy-atom count, ascending:
Values run as follows: HePTP inhibitor, BAP1 block
> O=C(COc1ccc(Cl)cc1Cl)Nc1ccccn1
 : 6, 92
> COc1ccc(OC)c(N=C(C)C2=C(O)CSC2=O)c1
 : 13, .
> O=C(Oc1ccc(/C=N/n2cnnc2)cc1)c1ccco1
 : -5, .
> NC1=NC(=O)/C(=C/c2ccc(OS(=O)(=O)c3cccc([N+](=O)[O-])c3)cc2)S1
 : 14, .
> Cc1coc(C)c1C(=O)CC1(O)C(=O)N(Cc2ccccc2)c2ccccc21 (stereo not drawn)
 : -14, 74
> CCOC(=O)c1[nH]c2ccc(OC)cc2c1NC(=O)C(C)N1CCC2(CC1)OCCO2 (stereo not drawn)
 : 0, .
> c1ccc(C(c2ccccc2)N2CCN(c3nc4ccccc4n4cnnc34)CC2)cc1
 : -8, .

Next part:
Values run as follows: HePTP inhibitor, BAP1 block
> O=C1CCCC(O)=C1C=Nc1ccc(O)cc1
 : -10, 84
> O=C(Nc1ccc(Cl)cc1C(O)c1ccccc1)c1cnn2c1NC(c1ccccc1)CC2C(F)(F)F (stereo not drawn)
 : 5, .
> Cc1cc2nc(NC3=NCN(Cc4cccnc4)CN3)nc(C)c2cc1C
 : 6, 99
> NC(=O)c1c(NC(=O)c2ccco2)sc2c1CCCC2
 : -9, .
> CCCOc1ccc(N2C(=O)CC(NCCNc3ccc(S(=O)(=O)CC)cc3)C2=O)cc1 (stereo not drawn)
 : -10, 70
> COc1cc2c(cc1OC)CN(C(=O)C1(c3ccccc3)CC1)CC2
 : 11, 101
> CCN(CC)CCN1C(=O)C(O)=C(C(=O)c2ccco2)C1c1ccccn1 (stereo not drawn)
 : 8, 87
> Cc1cc(C)cc(NC(=O)/C=C/C(=O)O)c1
 : -3, .
> COc1ccc(/C=C/C(=O)c2ccc3c(c2)OCCO3)cc1OC
 : -13, .
> O=C1c2ccccc2NC2CCCCCN12 (stereo not drawn)
 : 6, 148
> O=C(O)C1C2C=CC(O2)C1C(=O)Nc1ccc(S(=O)(=O)Nc2ccccc2)cc1 (stereo not drawn)
 : 5, 80
> O=[N+]([O-])c1cccc(Cl)c1C1NN=C(c2ccccc2)S1 (stereo not drawn)
 : 7, .
> COCCOC(=O)C1=C(C)NC2=C(C(=O)CC(C)(C)C2)C1c1cccc(Br)c1 (stereo not drawn)
 : -12, .
> CC(C)OC(=O)CSc1nnc(-c2ccc(Cl)cc2Cl)n1N
 : 3, 97
> Cc1cccc(NC(=O)C2CCN(c3nccc(C)n3)CC2)c1
 : -8, 89
> Cc1ccc(-n2nc(C)c(C3C(C#N)=C(N)OC4=C3C(=O)CC(C)(C)C4)c2Cl)cc1 (stereo not drawn)
 : 2, 82
> CCN1C(=O)/C(=C\c2ccccc2OCCOc2cccc(OC)c2)SC1=S
 : 1, .
> Cc1ccc(-c2csc(NC(=O)c3ccc([N+](=O)[O-])cc3Cl)n2)cc1
 : -4, .
> CCOC(=O)C1=C(O)/C(=C/c2ccc(O)cc2)SC1=Nc1ccc(Cl)cc1
 : 10, .
> CC1=CCC(Cc2nc3ccccc3o2)C1(C)C (stereo not drawn)
 : 8, 132
> COc1ccc(N2C(=O)c3cccc4c(Cl)ccc(c34)C2=O)cc1
 : ., 75
> O=C1c2ccccc2NC(c2ccc(O)cc2)N1c1ccc(Cl)cc1 (stereo not drawn)
 : 9, .
> COC(=O)c1cc2sccc2n1Cc1ccc(C)cc1
 : 3, 75
> CC1(C)CC(=O)C(C=NCCN2CCOCC2)=C(O)C1
 : -3, 96
> CC(=O)c1cccc(N2C(=O)C3C4C=CC(C5CC45)C3C2=O)c1 (stereo not drawn)
 : -10, .
> O=C1c2ccccc2C(=O)C1c1nccc2ccccc12
 : -14, 96
> Cc1[nH]c2ccccc2c1C(=O)CN1CCCC1
 : 4, 124
> O=C(NC(=S)Nc1ccc2ccccc2c1)c1ccco1
 : 6, .
> Cn1c(=O)c2c(nc(N3CCCCC3)n2CCNC2=NCCC2)n(C)c1=O
 : -5, 100
> COC(=O)c1ccc(N(C(=O)C(F)(F)F)C2C=CS(=O)(=O)C2)cc1 (stereo not drawn)
 : 9, .
> COc1ccc(S(=O)(=O)N=C2C=CC(=NS(=O)(=O)c3ccc(OC)cc3)C=C2)cc1
 : 7, .
> Nc1ncc2c(n1)CC(c1ccccc1)CC2=O (stereo not drawn)
 : -10, .
> O=C1C(=O)N(CC2CCCO2)C(c2ccc(Cl)cc2)/C1=C(/O)c1ccccc1 (stereo not drawn)
 : 2, .
> CCOC(=O)CNC(=O)CSc1nc(N)cc(N)n1
 : -4, 160
> CCOC(=O)C1=C(O)/C(=C/c2ccc(C)o2)SC1=Nc1ccc([N+](=O)[O-])cc1
 : 2, .
> Cn1c(CN2CCCCC2)nc2cc(NC(=O)c3ccccc3)ccc21
 : 4, 205
> Nc1ccc(-c2cc(N)n(-c3ccccc3)n2)cc1
 : 9, 108
> CCCS(=O)(=O)N1CCC(C(=O)N2CCCC2)CC1
 : 10, 123
> Fc1cccc(NCc2ccoc2)c1
 : 8, 97
> CCCC(=O)Nc1ccc(NC(=O)Cc2ccccc2)cn1
 : 4, 92
> COc1ccc(OC)c(C2NC(c3cc(OC)ccc3OC)C(C)C(O)(c3ccc(F)cc3)C2C)c1 (stereo not drawn)
 : 2, .
> O=C(c1ccc(Cn2cc(Cl)cn2)cc1)N1CCN(c2ccccc2)CC1
 : -10, 143
> O=C(NCc1ccco1)Nc1ccc2nsnc2c1
 : -5, 100
> O=[N+]([O-])c1cccc(S(=O)(=O)Nc2ccc(Cl)c(Cl)c2)c1
 : -9, .
> CCCCCC[C@@H]([C@@H](C)O)n1cnc2c(N)ncnc21
 : ., 93

A different layout for 6 compounds above.
HePTP inhibitor,BAP1 block,Molecule
2,.,CCOC(=O)C1=C(O)/C(=C/c2ccc(C)o2)SC1=Nc1ccc([N+](=O)[O-])cc1
4,205,Cn1c(CN2CCCCC2)nc2cc(NC(=O)c3ccccc3)ccc21
9,108,Nc1ccc(-c2cc(N)n(-c3ccccc3)n2)cc1
10,123,CCCS(=O)(=O)N1CCC(C(=O)N2CCCC2)CC1
8,97,Fc1cccc(NCc2ccoc2)c1
4,92,CCCC(=O)Nc1ccc(NC(=O)Cc2ccccc2)cn1

Next section.
Values run as follows: HePTP inhibitor, BAP1 block
> CC(=O)C1=C(O)C(=O)N(CCN2CCNCC2)C1c1ccccc1 (stereo not drawn)
 : -14, .
> COc1ccc(CCNC(=O)c2ccc(Cl)c(Cl)c2)cc1OC
 : 5, .
> CC(=O)Oc1cccc(N2C(=O)C3C4C=CC(CC4)C3C2=O)c1 (stereo not drawn)
 : 2, .
> CN1CCc2c(c3ccccc3n2Cc2ccccc2)C1
 : -4, 95
> COCCNc1oc(COc2cccc(C)c2)nc1C#N
 : 7, 54
> CCS(=O)(=O)NCCCc1ccccc1
 : -3, 119
> COC(=O)c1ccc(CSc2nc(N)cc(N)n2)cc1
 : -4, 76
> COC(=O)c1c(N)sc(C)c1-c1ccc(F)cc1
 : 2, .
> O=[N+]([O-])c1ccccc1S(=O)(=O)NCCOc1ccc(Cl)cc1
 : -4, .
> COc1ccc(CN2CCN(C(=O)c3ccco3)CC2)cc1OC
 : ., 61
> Cc1ccc(-n2c(-c3ccncc3)nnc2-c2cccs2)cc1
 : 7, 102
> C=C(C)CSc1nc(C)c(Cc2ccccc2)c(=O)[nH]1
 : 4, 94
> CCOC(=O)Cc1nnc(NC(=O)CSc2nncn2C)s1
 : 12, 96
> Cc1ccc(/C=C2/SC(=O)N(c3ccccc3)C2=O)cc1
 : 0, .
> CCOC(=O)c1ccc(N/C=C/C(=O)c2cccs2)cc1
 : 6, .
> Cc1ccc2oc(-c3cc(NC(=O)c4cccnc4)ccc3O)nc2c1
 : -19, 68
> CCCCn1cnc2cc(NCc3ccncc3)ccc21
 : 7, 68
> Cc1cc(C)c2nc(C(F)(F)F)nc(NCCCN3CCCC3=O)c2c1
 : 4, 78
> Cc1ccc(-c2nnc3sc(C4COc5ccccc5O4)nn23)cc1 (stereo not drawn)
 : 2, 72
> Cc1nc2cc(NC(=O)c3ccccc3)ccc2n1C
 : -12, .
> COc1ccc(NC(=O)C2=C(C)NC(=O)NC2c2cccc(OC)c2OC)c(OC)c1 (stereo not drawn)
 : 8, .
> Cc1ccc(O)c(C(=O)CC(=O)c2ccc(Br)cc2)c1
 : 0, .
> COCc1cc(C)nc2sc(C(=O)Nc3nccs3)c(N)c12
 : 11, 85
> COc1ccccc1N1CCN(C(=O)c2sc3nc(-c4ccccc4)cn3c2C)CC1
 : ., 89
> O=C(CCc1ccccc1)Nc1nc2nc(-c3ccccc3)cc(=O)n2[nH]1
 : -1, 101
> O=C1c2ccccc2C(=O)N1CC1c2ccccc2CCN1C(=O)N1CCOCC1 (stereo not drawn)
 : 5, 65
> O=C(NCCN1C(=O)C2C3C=CC(C3)C2C1=O)Nc1ccccc1 (stereo not drawn)
 : 6, 91
> COc1cccc(NC(=O)c2c(-c3c(Cl)cccc3Cl)noc2C)c1
 : -20, .
> CC(=O)c1cc(F)c(N2CCN(C(=O)c3cccs3)CC2)cc1C
 : -13, .
> O=C(Nc1ccc(F)cc1F)c1cc2ncc(Br)cn2n1
 : 14, 78
> c1ccc(-c2ccc(CN3CCN(c4ncccn4)CC3)cc2)cc1
 : -1, 96
> COc1cc(/C=C2/C(=O)N(c3ccc(Cl)c(C(=O)O)c3)N=C2C)ccc1Oc1nc2c(c(=O)n(C)c(=O)n2C)n1C
 : 6, .
> COCCCn1c(-c2ccccc2)nc2ccccc2c1=O
 : 4, 96
> O=C(Nc1nc(-c2ccc(F)cc2)cs1)c1ccc(S(=O)(=O)N2CCc3ccccc32)cc1
 : ., 53
> O=C(NCc1cccc2ccccc12)c1ccccc1C(F)(F)F
 : 5, .
> COc1ccc2c(c1OC)C(=O)N(c1ccc(I)cc1)C2
 : -6, .
> O=C1c2ccccc2NC(c2ccc(Cl)cc2Cl)N1O (stereo not drawn)
 : 9, 66
> CC(C)C1N=C2c3ccccc3N=C(SCC#N)N2C1=O (stereo not drawn)
 : 1, 65
> O=C(/C=C/c1ccc2c(c1)OCO2)Nc1ccccn1
 : 1, .
> COc1ccc(NC(=O)C2CCCN(Cc3ccccc3)C2)cc1OCC(C)C (stereo not drawn)
 : -1, .
> O=C(CSc1nnc(-c2ccc(Cl)s2)o1)N1CCc2ccccc21
 : 4, 68
> N#C/C(=C\c1ccccc1Cl)c1nc(-c2cccs2)cs1
 : 2, .
> CCOc1ccc(-n2c(SCC(=O)Nc3ccc4c(c3)OCCO4)nc3c(c2=O)SCC3)cc1
 : -6, .
> Cc1onc(-c2ccccc2)c1[N+](=O)[O-]
 : 3, .
> CCCCN(C)C(=O)Cn1cnc2sc(C)cc2c1=O
 : -2, 100
> O=C(/C=C/c1ccc(-c2cccc(Cl)c2Cl)o1)c1cccs1
 : 6, .
> CCN(CC)c1ccc(-n2c(O)c(C3=c4ccccc4=NC3=O)sc2=S)cc1
 : -10, .
> Cc1ccc(-c2nc(C#N)c(N3CCCCC3)o2)cc1
 : 3, .
> CC(C)CNS(=O)(=O)c1ccc(CCC(=O)N2CCN(Cc3ccc4c(c3)OCO4)CC2)cc1
 : 3, 139
> Cc1cc(/C=N/NC(=O)CC#N)c(C)n1-c1ccc(F)cc1
 : 12, .
> CC(C)(C)OC(=O)COc1cc2oc(=O)cc(-c3ccccc3)c2cc1Cl
 : 7, .
> O=C(NCC(=O)N(CCc1ccccc1)C(C(=O)NC1CCCC1)c1cccnc1)c1ccco1 (stereo not drawn)
 : 0, 93
> Cc1c(NC(=O)CCN2C(=O)S/C(=C\c3ccccc3)C2=O)c(=O)n(-c2ccccc2)n1C
 : 0, .
> CCOc1ccc(-c2n[nH]c(C)c2-c2ccccc2OC)c(O)c1
 : 4, 84
> O=C(Nc1cc(N=Cc2cc(Cl)ccc2O)ccc1Cl)c1ccccc1
 : ., 53
> O=C(O)CSc1nnc(COc2ccccc2)n1-c1ccc(Cl)cc1
 : 25, .
> C/C(O)=C/c1nc2ccc([N+](=O)[O-])cc2nc1/C=C(/C)O
 : -2, .
> CCOC(=O)c1c(NC(=O)CSc2nccn2C)sc2c1CCCC2
 : -6, .
> CC(=O)N1N=C(C)CC1(O)c1cccnc1 (stereo not drawn)
 : -1, .
> O=C(CN(Cc1ccccc1)S(=O)(=O)c1ccc(Br)cc1)N1CCOCC1
 : -2, .
> CCN(CC)C(=O)C(=O)N/N=C/c1ccco1
 : -19, .
> O=C(O)c1cc2cc(Cc3cccnc3)ccc2o1
 : ., 86

High-throughput results from PubChem BioAssay.
